Screening data (PubChem BioAssay)
Tb PYK inh – inhibitors of Trypanosoma brucei pyruvate kinase; Q57TT1; TbPYK enzyme, Kinase-Glo Plus ATP luminescence, 45 min; Potency, µM (titrated, usually from 76.8 µM), for the others: at the top dose activity, negative = inhibition, hits mostly inhibitors; actives 0.12% (n = 410,000); further: nearly all actives have a fitted effect of over 50% in size
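TbPYK + substrate in 50 mM TEA pH 7.2, 100 mM KCl, 10 mM MgCl2, 0.05% BSA, 0.01% Tween-20; cpd pinned; ADP 130 uM final; 45 min RT; Kinase-Glo Plus 10 min; luminescence endpoint.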
Pf growth 96h – P. falciparum growth inhibition at 96 hour, primary screen for plastid delayed-death inhibitors; P. falciparum luciferase reporter growth, 96 h; AID 504834; Potency, µM (top dose mostly 28.7 µM), for the others: top-dose activity change, negative = inhibition, hits mostly inhibitors; actives 6.9% (n = 320,000)
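96 h incubation, 37 C, 5% CO2, of luciferase-reporter P. falciparum-infected RBCs (2% hematocrit, 0.05% parasitemia final) with test compounds; endpoint luminescence.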
Pf growth 48h – inhibits P. falciparum growth in the first generation, 48 h; P. falciparum luciferase growth in erythrocytes, 48 h; Potency, µM (highest dose often 28.7 µM), inactives show at the highest dose activity change, negative = inhibition, actives largely listed as inhibitors; actives 5.9% (n = 310,000)
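In quantitative HTS format, infected erythrocytes bearing luciferase-reporter parasites were treated for a single generation at 37 C. Luminescence after adding detection reagent served as the growth measure.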
HCV inh – blocks hepatitis C virus. AID 651820. Potency, µM (doses to about 41.8 µM), for inactives: top-dose activity change, negative = inhibition, hits mostly inhibitors. actives 3.4% (n = 340,000). Huh7.5.1 HCVcc-Cre infection, luciferase reporter, 44 h
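After 44 h co-culture of compound, cells and HCVcc-Cre (~0.5 moi), substrate is added for 15 min at room temperature and luciferase measured over 15 sec. Cells were seeded at 1,000/well and pre-cultured 4 h.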
Sm TGR inh – inhibitors of Schistosoma mansoni thioredoxin glutathione reductase. Q962Y6. purified TGR, DTNB reduction, TNB absorbance 405 nm. Potency, µM (top dose mostly 114 µM), for the others: top-dose activity change, negative = inhibition, hits mostly inhibitors. actives 3% (n = 360,000); further: nearly all actives have a fitted effect of over 60% in size
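First, TGR (20 nM dispensed) and NADPH were mixed with compound. Second, a 15 min room-temperature incubation followed. Third, further NADPH and then DTNB were added to start the reaction. Finally, TNB absorbance was monitored kinetically.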
LmPK inhibitor – LmPK (Leishmania mexicana) enzyme inhibition; Q27686; purified LmPK, Kinase-Glo ATP luminescence, 1 h; Potency, µM (doses to about 57.5 µM), without a hit: at the highest dose activity change, negative = inhibition, hits mostly inhibitors; actives 0.37% (n = 290,000); AID 1721
Target sequence (Q27686 whole entry, looked up): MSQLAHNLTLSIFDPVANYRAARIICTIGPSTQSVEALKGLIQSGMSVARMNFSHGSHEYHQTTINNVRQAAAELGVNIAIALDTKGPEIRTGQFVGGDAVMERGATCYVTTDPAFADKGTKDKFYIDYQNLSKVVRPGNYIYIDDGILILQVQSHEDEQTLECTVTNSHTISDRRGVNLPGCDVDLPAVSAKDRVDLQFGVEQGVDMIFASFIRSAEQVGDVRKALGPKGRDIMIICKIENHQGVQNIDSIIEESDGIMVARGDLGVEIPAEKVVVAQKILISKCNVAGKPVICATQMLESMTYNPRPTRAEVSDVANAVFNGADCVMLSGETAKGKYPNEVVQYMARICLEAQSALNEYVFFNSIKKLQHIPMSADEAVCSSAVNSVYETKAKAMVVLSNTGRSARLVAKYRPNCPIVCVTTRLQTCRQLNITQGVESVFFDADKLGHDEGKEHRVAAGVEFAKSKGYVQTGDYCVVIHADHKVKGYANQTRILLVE
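Kinase-Glo luminescence read after 1 h RT reaction of 0.1 nM LmPK with 0.5 mM PEP and 0.1 mM ADP. Activity scaled between uninhibited and enzyme-free controls.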
An asterisk follows results filed as active; ? = inconclusive; . = not tested or not shown; & = joins results of further samples; [ ] = dose if it differs, or a comment. The call rests on the fitted dose curve; in most records, active means well fitted curve in the direction sought with a large enough effect; inconclusive means small, poorly fitted or top-dose-only effect, or another doubt; inactive means no such curve, though single readings can be large; an effect the other way counts as inactive or inconclusive. On the % scale 0 is the no-effect control and ±100 the full control effect; potency means the concentration at half of the fitted maximal effect.

SMILES	Tb PYK inh	Pf growth 96h	Pf growth 48h	HCV inh	Sm TGR inh	LmPK inhibitor
COc1ccc2[nH]c3c(c2c1)CCNC3c1ccc([N+](=O)[O-])o1 (configuration not stated)	-17.5%	6.9%	13.1µM*	-16.7%	0.891µM*	-6.4%
Cc1ccc(-c2nc(CS(=O)(=O)CC(=O)N3CCN(C)CC3)c(C)o2)cc1	4.6%	?	6.6%	-17.9%	-20.0%	1.2%
CCCCn1c(C)cc2c(c1=O)C1O[C@](c3ccsc3)(Cc3ccccc31)O2	.	5.2%[5.75 µM]	?	.	-31.4%[22.9 µM]	-2.6%[11.5 µM]
COc1ccc(OC)c(Nc2nc(N)nc(CSc3nnc(-c4ccncc4)o3)n2)c1	.	.	10.8%	.	-1.9%	3.7%
O=C(CCN1CCN(C(=O)c2ccco2)CC1)Nc1ccc(F)cc1	-5.4%	-12.5%	?	-1.4%	1.0%	-2.9%
COCCCn1c(=O)c2sccc2n(Cc2ccccc2)c1=O	-3.7%	7.2%	-4.6%	7.6%	-5.7%	-4.2%
Cc1cc(=O)n(Cc2ccccc2)c(O)c1C#N	-7.5%	-2.2%	20.8%	0.0%	?	0.5%
COc1cc(OC)c(OC)cc1CN1CCC(O)CC1	12.6%	3.5%	-5.5%	5.3%	-2.5%	-2.8%
CSc1sc(C(=O)N(C)C)c2c1S(=O)(=O)N(C)c1ccccc1-2	-1.8%	-0.6%	-8.3%	1.1%	5.6%	4.4%
COc1ccc(F)cc1CSc1nnnn1-c1ccc(O)cc1	-1.4%	-10.6%	9.7%	?	1.6%	2.5%
COc1ccc(C(=O)COC(=O)CCN2C(=O)C3C4C=CC(C5CC45)C3C2=O)cc1 (configuration not stated)	4.5%	37.4%[activator]	16.1%	.	25.1µM*	-5.2%
COc1ccc(N(C(=O)CNC(=O)c2cccs2)C(C(=O)NC2CCCC2)c2cccnc2)cc1 (configuration not stated)	-5.8%	?	-4.8%	1.6%	4.9%	-2.7%
O=C(OCC(=O)N1CCCC1)c1ccc(Cl)nc1	1.7%	?	2.9%	0.0%	-2.2%	.
O=C(Nc1ccc2c(c1)CCCN2C(=O)c1ccccc1)c1ccccc1Br	1.0%	-6.7%	?	?	10.5%	-12.9%
CCCCN1C(=O)c2ccc(C(=O)NC3(C)CCS(=O)(=O)C3)cc2C1=O (configuration not stated)	-4.5%	-14.7%	-8.8%	15.2%	-0.1%	.
COc1ccc(N2CCCCn3c2nc2c3c(=O)[nH]c(=O)n2C)cc1	0.1%	.	12.6%	-2.5%	-24.4%	3.4%
N#CC1=C(SCC(=O)NC23CC4CC(CC(C4)C2)C3)NC(=O)C(C#N)C12CCCCC2 (configuration not stated)	1.6%	?	?	?	-4.0%	0.3%
O=C(NCc1ccccc1Cl)C1(S(=O)(=O)c2ccc(Cl)cc2)CC1	13.5%	?	-1.9%	12.1%	2.7%	-1.2%
COc1ccc(C(=O)CSc2nn3c(=O)c(C(C)(C)C)nnc3s2)cc1	0.0%	.	?	-9.7%	29.4%	2.4%
CCOC(Cn1c(-c2ccc(OC)cc2)nc2ccccc21)OCC	-4.6%	?	.	-22.3%	-8.2%	-8.8%
COc1ccc(-c2nnc(SCC(=O)Nc3ccccc3)n2C)cc1	8.8%	?	-12.3%	-4.7%	?	-0.4%
NC(=O)c1ccc(N2CCN(c3ncc(C(F)(F)F)cc3Cl)CC2)cc1	3.4%	-0.6%	11.4%	10.6%	8.2%	7.1%
COC(=O)c1ccccc1-c1ccc(/C=N/NC(N)=O)o1	2.8%	30.5%[activator]	21.3%	11.5%	3.1%	-4.3%
CCOC(=O)CSc1n[nH]c(NC(=O)c2ccccc2)n1	-8.0%	-7.9%	1.1%	26.7%	-22.1%	0.5%
CN(Cc1nc(-c2ccc3c(c2)OCO3)no1)CC1(N2CCOCC2)CCCCC1	2.1%	?	0.0%	-22.6%	2.1%	4.8%
Cn1nc(C(=O)Nc2cccc(Cl)c2)cc1C(=O)Nc1cccc(Cl)c1	4.7%	-1.8%	?	-12.2%	-2.4%	-1.7%
O=[N+]([O-])c1ccccc1S(=O)(=O)NCc1ccc(F)cc1	5.8%	0.0%	1.1%	8.4%	.	4.6%
CCOC(=O)c1c(C(=O)OCC)c(C)n(Cc2cc(OC)c(OC)c(OC)c2)c1C	-6.5%	11.7µM*	?	?	0.9%	1.0%
O=C1CC(C(=O)Nc2ccc(Br)cc2)C2(CCCC2)O1 (configuration not stated)	.	-9.8%	-10.6%	10.8%	-10.8%	-2.2%
CCN(c1ccccc1)S(=O)(=O)c1ccc(Cl)c(NC(=O)CN2C(=O)NC3(CCCC3)C2=O)c1	-3.5%	-22.9%	?	?	-1.7%	7.0%
CCC(C)(C)NC(=O)C(c1ccc(OC)cc1)N(C(=O)CCC(=O)Nc1cc(C)on1)c1ccc2c(c1)OCO2 (configuration not stated)	-0.3%	?	?	-0.2%	-14.9%	1.4%
COc1ccc(-c2cc(C(=O)Nc3ccc4c(c3)OCO4)no2)cc1	-1.9%&-0.6%	-1.1%	43.1%[activator]	-4.2%	6.3%&0.4%	-4.0%
CCOc1ccc(C(=O)NCC(=O)OCc2nnc(-c3ccccc3)o2)cc1OCC	1.3%	?	-2.7%	-2.1%	0.1%	.
CCOc1ccc(NC(=O)CN(C)C(=O)CCNC(=O)c2ccco2)cc1OCC	0.2%	-0.7%	-21.3%	-28.6%	-1.4%	.
Cc1ccc(C)c(NC(=O)Cn2nnc(C(=O)NCc3ccco3)c2N)c1	-0.2%&3.9%	?	8.7%	8.1%	-11.8%&-3.4%	1.7%
CC1(C)CC(=O)C=C(NCC2CCCO2)C1 (configuration not stated)	-4.0%	-2.4%	6.7%	19.1%	0.0%	-0.8%
Cc1nn(-c2ccc(F)cc2)c(Cl)c1/C=N/NC(=O)c1cccc(S(=O)(=O)N2CCCC2)c1	-13.2%	?	?	?	2.3%	3.3%
COC(=O)c1ccc2nc(NC(=O)C3CCCCC3)sc2c1	8.2%	?	125.7%[activator]	6.0%	0.0%	2.9%
NC(N)=N/N=C/c1ccc(Cl)cc1Cl	-3.6%	?	?	?	-4.6%	-23.7%
COc1ccc(S(=O)(=O)N2CCOCC2)cc1NC(=O)Cc1coc2cc(C)ccc12	1.1%	-11.9%	?	-7.2%	3.2%	.
CCCCNCCOCCOc1ccc(C)cc1Br	-7.2%	22.4%	0.0%	?	-2.1%	-4.6%
CCCn1c(=O)c(Br)cn(-c2ccccc2C)c1=O	3.6%	12.7%	4.7%	10.0%	2.2%	-0.9%
Cc1cccc(C)c1NC(=S)NC(C)(C)CO	?	-13.0%	35.0%[activator]	-0.4%	10.4%	0.5%
Brc1ccc(OCc2nnnn2-c2ccccc2)cc1	3.3%	-13.7%	-5.2%	?	11.2%	5.8%
COc1ccc(C(=O)NC(=S)Nc2cc(C)ccn2)cc1[N+](=O)[O-]	-0.8%	4.65µM*	30.5%[activator]	-7.4%	-7.1%	3.4%

Record cards, as listed above.
Listed for Cc1ccc(C)c(NC(=O)Cn2nnc(C(=O)NCc3ccco3)c2N)c1 → Tb PYK inh = -0.2%&3.9%; Pf growth 96h = ?; Pf growth 48h = 8.7%; HCV inh = 8.1%; Sm TGR inh = -11.8%&-3.4%; LmPK inhibitor = 1.7%
Listed for CCC(C)(C)NC(=O)C(c1ccc(OC)cc1)N(C(=O)CCC(=O)Nc1cc(C)on1)c1ccc2c(c1)OCO2 (configuration not stated) → Tb PYK inh = -0.3%; Pf growth 96h = ?; Pf growth 48h = ?; HCV inh = -0.2%; Sm TGR inh = -14.9%; LmPK inhibitor = 1.4%

Of the compounds above, five contain bromine.
SMILES	Tb PYK inh	Pf growth 96h	Pf growth 48h	HCV inh	Sm TGR inh	LmPK inhibitor
O=C(Nc1ccc2c(c1)CCCN2C(=O)c1ccccc1)c1ccccc1Br	1.0%	-6.7%	?	?	10.5%	-12.9%
O=C1CC(C(=O)Nc2ccc(Br)cc2)C2(CCCC2)O1 (configuration not stated)	.	-9.8%	-10.6%	10.8%	-10.8%	-2.2%
CCCCNCCOCCOc1ccc(C)cc1Br	-7.2%	22.4%	0.0%	?	-2.1%	-4.6%
CCCn1c(=O)c(Br)cn(-c2ccccc2C)c1=O	3.6%	12.7%	4.7%	10.0%	2.2%	-0.9%
Brc1ccc(OCc2nnnn2-c2ccccc2)cc1	3.3%	-13.7%	-5.2%	?	11.2%	5.8%

Later entries:
SMILES	Tb PYK inh	Pf growth 96h	Pf growth 48h	HCV inh	Sm TGR inh	LmPK inhibitor
Nc1nc(NCc2ccco2)nc(Nc2ccc(F)cc2)c1[N+](=O)[O-]	-6.6%	-7.6%	?	1.8%	-14.3%	1.2%
COc1ccc(NC(=O)C2CCCC2)cc1S(=O)(=O)N1CCOCC1	2.3%	-16.4%	-7.8%	0.8%	-3.2%	.
CC(=O)Nc1ccc(S(=O)(=O)Nc2ccc(S(=O)(=O)Nc3nccs3)cc2)cc1	-16.6%	-3.4%	2.0%	9.2%	4.8%	-0.9%
COc1ccc(CCNC(=O)COc2ccc(-c3ccccc3)cc2)cc1OC	2.6%	?	-29.6%	?	-2.1%	4.5%
Cc1nn(-c2ccccc2)c(Cl)c1C(=O)NCC1CCCO1 (configuration not stated)	-3.0%	-12.1%	-24.5%	4.7%	-8.3%	.
O=C(N1CCOCC1)N1CCN(C(=O)N(c2ccccc2)c2ccccc2)CC1	-11.5%	.	.	28.3%	-2.9%	-7.2%
O=c1[nH]c(=O)n(-c2ccccc2F)c(O)c1C=NCCC1=CCCCC1	0.0%	-91.5%	0.3%	14.1%	-2.1%	11.2%
CN(C)c1oc(-c2ccc(OCc3ccc(Cl)cc3)cc2)nc1C#N	0.5%	?	10.9%	-0.5%	7.7%	-1.5%
O=C(COc1ccccc1Cl)NCCCNC(=O)c1ccccn1	-1.9%	106.5%[activator]	2.0%	5.6%	-6.9%	-0.2%
COc1ccc(CNC(=O)/C=C/c2ccc(OCCCF)cc2)cc1	-3.1%	14.4%	?	-6.8%	-20.2%	-3.0%
C/C(=N\OCC(=O)O)c1ccc(Cl)cc1	-4.0%	7.5%	36.8%[activator]	12.1%	-20.7%	-6.0%
CCOC(=O)C1(CCCc2ccccc2)CCN(C(=O)Cc2nonc2C)CC1	-2.2%	-19.3%	?	-24.1%	12.1%	7.8%
CC(C)OCCCN1C=C2C(=O)C(C)(OC(=O)CCc3ccccc3)C(=O)C=C2C=C1c1ccc(C#N)cc1 (configuration not stated)	-2.8%	?	10.4µM*	-11.0%	-16.4%	-2.8%[11.5 µM]
CCOc1ccc(/C=N/NC(=O)Cn2ccnc2C)cc1	2.5%	2.2%	-4.9%	9.8%	23.6%	-3.5%
CCc1ccc(C2C(C#N)=C(N)OC3=C2C(=O)CCC3)s1 (configuration not stated)	-1.7%	5.5%	3.4%	17.6%	.	3.2%
CC(O)CNc1nc2ccccc2n1CC(=O)NC12CC3CC(CC(C3)C1)C2 (configuration not stated)	0.3%	0.0%	-14.4%	-2.8%	-7.3%	-0.4%
CCCNC(=O)c1ccc2c(=O)n(Cc3ccco3)c(=S)[nH]c2c1	-8.7%	?	-4.7%	?	?	0.9%
O=C(Nc1ccc(Cl)cc1)O/N=C(\c1ccccc1)c1ccccn1	-1.6%	39.2%[activator]	15.1%	-7.2%	9.1%	-1.2%
O=C(Nc1ccc(Cl)cc1)c1ccc2ncsc2c1	?	253.2%[activator]	199.6%[activator]	-28.1%	-1.8%	1.2%
NNC(=O)c1cc2c(ccc3ccccc32)o1	-2.1%	15.7%	9.1%	2.9%	.	2.7%
O=C(Cn1nnc(-c2ccccc2NC(=O)c2ccccc2F)n1)NC1CCCC1	5.4%	-6.0%	5.7%	6.0%	.	-2.1%
CN(Cc1nc(-c2ccc(Cl)cc2)no1)C(=O)c1ccco1	0.0%	7.6%	32.3%[activator]	-26.9%	6.4%	-6.0%
